Source: PubChem BioAssay (several laboratories)
Measles CPE: protection of cells from measles virus; Measles virus-infected cells, CPE protection, absorbance; protection (pct of control), % at 4 µM; hit rate 1.5% among 140,000; AID 841; in the data active = protection mostly above about 24%, no sharp cut-off; inactive = mostly below about 26%; also: some compounds called inactive have numbers as strong as hits
Yeast growth inh: chemicals that inhibit yeast BB579 growth in restrictive medium (lifespan-shortening candidates). inhibition, % at 10 µM. hit rate 0.51% among 140,000. S. cerevisiae BB579 growth, OD615, 48 h. AID 804;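 active = inhibition above a set limit, 3 SD over the mean compound inhibition, cut at about 44% in these data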; also: inactives centre near -24
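System: DeaD yeast strain BB579; buffer or medium: CSMM-D dextrose restrictive medium; technique: OD at 615 nm; schedule: 4 h cell preincubation, 48 h compound exposure, 30 °C humidified; doses: single 10 µM dose; controls: amphotericin B 10 µg/mL, positive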
GALR2 blocker: blocks the human galanin receptor 2 | O43603 | GALR2-expressing cells, antagonist mode | inhibition, % at 4 µM | hit rate 0.39% among 140,000 | AID 828; in the data active = inhibition above about 27%;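 also: cells stimulated with galanin 1-16 at roughly its EC80; 0% = agonist challenge control and 100% = basal control without agonist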
Target sequence (O43603 whole entry, looked up): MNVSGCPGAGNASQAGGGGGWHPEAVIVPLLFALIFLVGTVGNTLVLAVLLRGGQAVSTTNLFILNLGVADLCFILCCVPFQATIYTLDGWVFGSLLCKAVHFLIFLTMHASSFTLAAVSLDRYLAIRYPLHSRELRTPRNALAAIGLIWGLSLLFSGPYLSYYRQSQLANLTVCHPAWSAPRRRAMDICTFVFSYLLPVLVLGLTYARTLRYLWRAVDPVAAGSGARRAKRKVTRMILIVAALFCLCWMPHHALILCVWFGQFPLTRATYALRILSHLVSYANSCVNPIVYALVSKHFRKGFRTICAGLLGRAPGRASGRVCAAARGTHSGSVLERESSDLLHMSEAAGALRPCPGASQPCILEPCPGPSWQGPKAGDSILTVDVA
MRP-1 activ: MRP-1 activation; viability increase, % at 10 µM; AID 799; H69AR cells + doxorubicin, viability rescue, CellTiter-Glo; hit rate 0.61% among 140,000;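 active = viability gain under doxorubicin at or above a set limit, the compound median plus 3 SD, cut at about 4.7% in these data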;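 also: MRP-1 overexpressing cells given doxorubicin 25 µM after compound pretreatment; 18-22 h compound pretreatment then 72 h with doxorubicin before readout; 0% = doxorubicin-only wells and 100% = vehicle-treated cells without doxorubicin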
E-sel TNF inh: TNF alpha driven E-selectin expression inhibition. inhibition, % at 2 µM. AID 1246. hit rate 0.71% among 120,000. HUVEC TNFa-induced E-selectin immunofluorescence, high content;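 active = inhibition above the batch mean plus 3 SD, and confirmed as a hit on visual image review, cut at about 43% in these data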;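 also: 0% = TNF-stimulated DMSO wells and 100% = unstimulated control wells; not every result past the cut was called active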
NPY Y2 blocker: antagonists of human neuropeptide Y receptor Y2. NPY-Y2 expressing cells, antagonist mode. inhibition, % at 2.7 µM. AID 793. hit rate 0.99% among 140,000; in the data active = inhibition above about 17%;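 also: 0% = vehicle with agonist challenge and 100% = reference antagonist with challenge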
Target sequence (P49146 whole entry, looked up): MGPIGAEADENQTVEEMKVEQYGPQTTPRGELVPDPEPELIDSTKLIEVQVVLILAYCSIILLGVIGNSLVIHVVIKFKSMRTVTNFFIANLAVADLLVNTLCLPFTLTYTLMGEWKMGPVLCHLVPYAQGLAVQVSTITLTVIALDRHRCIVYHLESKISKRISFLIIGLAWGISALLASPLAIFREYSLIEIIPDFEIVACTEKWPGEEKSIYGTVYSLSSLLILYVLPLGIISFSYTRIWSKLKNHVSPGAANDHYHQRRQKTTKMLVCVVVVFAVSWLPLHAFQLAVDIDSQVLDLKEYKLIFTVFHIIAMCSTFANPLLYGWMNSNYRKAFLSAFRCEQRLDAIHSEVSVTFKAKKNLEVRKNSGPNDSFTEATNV
Phagocytosis inh: macrophage phagocytosis inhibition; J774A.1 macrophage IgG-bead phagocytosis, imaging; inhibition, % at 5 µM; hit rate 0.07% among 110,000; AID 1029;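 active = inhibition above the mean of the plate negative controls plus 5 SD, cut at about 13% in these data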;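 also: phagocytic index as fraction of beads internalized from green versus red external bead signal; plate controls were DMSO negative control for no effect and cytochalasin-D positive control for full effect; some results beyond the cut were filed as inactive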
HCT116 PTEN-null: growth suppressors of cells with PTEN tumor suppressor deletion; HCT116 PTEN-null viability, CellTiter-Glo, 60 h; hits give low values; viability, % at 10 µM; AID 827; hit rate 1.2% among 140,000;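 active = viability at or below a set limit, 4 SD under the median of all tested compounds, cut at about 3.7% in these data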;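 also: PTEN knockout HCT116 line with beta catenin targeted HCT116 as companion control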
HCT116 bCat-KO: beta-catenin-lacking colon tumor cell growth suppression | HCT116 beta-catenin knockout viability, CellTiter-Glo, 60 h; hits give low values | viability, % at 10 µM | hit rate 1.5% among 140,000 | AID 818;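 active = viability at or under a set limit, the compound median less 4 SD, cut at about 6% in these data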;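 also: 0% = Hyamine 1622 control at 20 µM and 100% = untreated cell control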
Yeast lifespan up: yeast lifespan extension | S. cerevisiae growth with nicotinamide, OD615; deaD strain in restrictive glucose medium | inhibition of the nicotinamide effect, % at 10 µM | AID 775 | hit rate 0.68% among 130,000;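 active = inhibition above a set limit, placed 3 SD over the median of all compounds, cut at about 26% in these data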;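 also: 0% = nicotinamide-treated wells and 100% = cells grown without nicotinamide; some compounds called inactive have numbers as strong as hits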
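Test system – modified budding yeast, DeaD strain · Compound – single dose 10 µM compound, 0.25% DMSO · Times – culture preincubation 4 h, compound exposure 48 h, both 30 °C · Detection – optical density (absorbance) at 615 nm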
The depositor's hits bear a star; x = no result given; & = joins results of further samples.

mol,NPY Y2 blocker,GALR2 blocker,Yeast growth inh,E-sel TNF inh,Yeast lifespan up,HCT116 PTEN-null,MRP-1 activ,HCT116 bCat-KO,Measles CPE,Phagocytosis inh
CC(=O)N1CCN(c2ccc(NCc3ccc(C)cc3)cc2)CC1,0,-2,-62,-3,-24,84,-3.8,94,39,0
CCOC(=O)N1CCN(C(=O)c2ccc3nc(SCc4ccc(F)cc4)n(C)c3c2)CC1,2,5,-50,-6,9,95,-1.0,96,21,x
CCc1nnc(NC(=O)CSc2nnc(-c3ccoc3C)n2-c2ccccc2)s1,4,-3,-17,-12,-2,91,-3.2,103,9,0
CC1(C)CC(=O)C2=C(C1)Nc1cc3c(cc1C2c1ccc2c(c1)OCO2)OCO3 (stereo not given),2,-13,-35,30,-9,73,-2.4,73,12,x
O=C(COC(=O)C1CCC1)Nc1ccc(Oc2ccccc2)cc1,8,-3,-44,19,-6,102,-0.6,98,15,-2
CCCNC(=O)c1ccc2c(c1)ncn2-c1ccccc1OC,2,28*,7,-38,-3,93,-1.6,94,2,-5
Cc1nnc(SCC(=O)NC2CC2)n1CCc1ccccc1,-1,3,-7,-6,-13,96,-1.6,93,8,-1
Cc1ccc(NC(=O)c2ccc(-c3nn(C)c(=O)c4ccccc34)cc2)cc1,1,-14,-32,-21,-4,79,0.9,87,31,0

The listing continues.
mol,NPY Y2 blocker,GALR2 blocker,Yeast growth inh,E-sel TNF inh,Yeast lifespan up,HCT116 PTEN-null,MRP-1 activ,HCT116 bCat-KO,Measles CPE,Phagocytosis inh
O=C(CSc1nc(N2CCCCC2)nc(N2CCCCC2)n1)N1CCc2ccccc21,-1,4,-26,x,0,91,-2.3,90,26,-1
CC(C)OCC(O)CN1CCN(CC(O)COc2ccc3c(c2)OCO3)CC1 (stereo not given),3,1,-22,9,-3,95,-1.1,101,9,2
CSc1nncc(/C(C)=N\Nc2ccccc2)n1,0,15,-37,-27,-8,59,-3.4,61,11,x
CC1(C)CC(=O)C/C(=N\NC(=O)Cc2ccccc2)C1,1,4,4,x,1,88,-0.4,97,14,5
COc1cc(OC)cc(-n2nnnc2SCC(=O)Nc2nc3c(s2)CCCC3)c1,11,9,-22,2,-4,105,-0.4,105,-1,-2
C=CCn1c(C)cc(C(=O)CSc2n[nH]c(N)n2)c1C,1,5,11,4,-2,99,0.9,94,18,0
O=c1oc(-c2ccco2)nc2c1cnn2-c1ccccc1,3,3,-28,46,36,100,-1.1,95,4,-5
O=C(C[n+]1cc(-c2ccc(Cl)cc2)n2c1CCC2)N1c2ccccc2Sc2ccccc21,5,8,3,x,2,83,1.4,83,3,6

Next section.
mol,NPY Y2 blocker,GALR2 blocker,Yeast growth inh,E-sel TNF inh,Yeast lifespan up,HCT116 PTEN-null,MRP-1 activ,HCT116 bCat-KO,Measles CPE,Phagocytosis inh
CC(NC(=O)COC(=O)Cc1ccsc1)c1ccccc1 (stereo not given),-2,-3,-22,20,0,102,0.9,92,5,6
Cc1ccc(S(=O)(=O)N(CC(=O)NCc2ccco2)C2CCCCC2)cc1,2,-2,4,7,x,87,-2.4,86,12,x
CC(=O)NC1CCC(C(=O)O)(c2ccccc2)C1 (stereo not given),4,0,-25,-9,-9,106,2.4,94,8,-2
Cc1cc(NC(=O)COC(=O)COc2ccc3c(c2)CCC3)no1,4,4,-53,-34,-5,110,-0.5,97,18,0
CCOC(=O)C1CCCN(S(=O)(=O)c2ccc(F)c(C(=O)Nc3ccc(F)c(F)c3)c2)C1 (stereo not given),3,11,-56,0,1,71,-0.8,71,1,0
COC(=O)C(CCSC)NC(=O)C(NC(=O)C1CCC(C)CC1)C(C)C (stereo not given),2,-14,8,0,-7,94,0.1,98,1,-1
CCOc1cc(/C=N/NC(=O)CN(CCc2ccccc2)S(=O)(=O)c2ccc(NC(C)=O)cc2)ccc1O,-1,1,10,x,-6,94,-2.6,99,14,-3
COc1cc(NC(=O)COc2c(C)cc(C)cc2[N+](=O)[O-])c(OC)cc1Cl,5,0,-20,x,-4,89,-1.1,87,18,-5

Next compounds follow.
mol,NPY Y2 blocker,GALR2 blocker,Yeast growth inh,E-sel TNF inh,Yeast lifespan up,HCT116 PTEN-null,MRP-1 activ,HCT116 bCat-KO,Measles CPE,Phagocytosis inh
CC(O)c1nc2ccc(Cc3ccc4nc(C(C)O)[nH]c4c3)cc2[nH]1 (stereo not given),-1,-7,-46,x,6,93,-1.1,93,17,0
CC(C)(C)c1ccc(CN2N=Nc3ccccc3S2(=O)=O)cc1,0,-15,-53,11,-19,71,-5.9,73,0,x
COCCOC(=O)c1[nH]c2c(c1C)C(=O)CC(c1ccc(N(C)C)cc1)C2 (stereo not given),4,4,-95,-8,-8,86,-1.0,82,11,-1
Cc1[nH]c(=O)[nH]c(=O)c1NS(=O)(=O)c1ccccc1,1,-25,0,32,11,107,0.0,100,24,-9
C=CCOc1cccc(CNn2cn[nH]c2=S)c1,0,7,-18,-14,11,85,-1.8,84,14,x
O=C(NCc1cccnc1)c1ccc(-c2ccccc2[N+](=O)[O-])o1,0,9,-30,x,1,100,-2.1,97,5,x
CCC(=O)N1CCc2cc(S(=O)(=O)NC(Cc3ccccc3)C(=O)NC3CCCCC3)ccc21 (stereo not given),6,17,-31,-9,8,94,-3.6,89,4,0
COc1ccc(C(=O)N2CCC(N3CCN(c4ccccc4)CC3)CC2)cc1,2,-5,-7,x,-7,84,-3.6,83,4,-1

Next part:
mol,NPY Y2 blocker,GALR2 blocker,Yeast growth inh,E-sel TNF inh,Yeast lifespan up,HCT116 PTEN-null,MRP-1 activ,HCT116 bCat-KO,Measles CPE,Phagocytosis inh
CCCCNCCCCOc1ccccc1,0,-2,-59,22,-2,97,-0.2,96,14,-1
CCCCNS(=O)(=O)c1ccc2nc(-c3cccnc3)cc(C(=O)NC(C)C)c2c1,2,2,-20,-6,3,69,-2.6,68,2,x
CC1CCN(C(=O)C2Cc3ccccc3CN2S(=O)(=O)c2ccc(F)cc2)CC1 (stereo not given),-3,-7,-65,-33,-10,89,-0.9,93,x,-1
O=C(c1ccco1)N1CCN(CCCCOc2cccc3ccccc23)CC1,8,-10,-17,-1,-2,79,-3.8,73,27*,-3
O=C(NCC1CCCO1)c1cccnc1Nc1ccccc1F (stereo not given),0,13,-24,-6,-8,99,0.5,106,3,-2
CC(C)NC(=O)NC(=O)COC(=O)c1ccc(F)cc1F,1,2,-33,3,-1,100,0.5,95,9,-13
CCN(CC)S(=O)(=O)c1cccc(-c2n[nH]c(=S)n2/N=C/c2ccc(OC)cc2)c1,6,5,-52,x,9,99,-3.0,92,13,-5
CN1CCN(c2ccccc2NC(=O)c2ccc(-c3cccc([N+](=O)[O-])c3)o2)CC1,2,12,-15,x,-1,46,-3.4,50,4,-1

(next part)
mol,NPY Y2 blocker,GALR2 blocker,Yeast growth inh,E-sel TNF inh,Yeast lifespan up,HCT116 PTEN-null,MRP-1 activ,HCT116 bCat-KO,Measles CPE,Phagocytosis inh
O=C(CN1CCN(C2CCCCC2)CC1)c1ccc2cc[nH]c2c1,1,10,-17,x,-4,98,-3.6,87,4,-1
CSc1nnc(Cn2c(=O)sc3ccccc32)n1-c1ccccc1C,0,9,-11,-39,-4,93,-1.6,92,8,x
Oc1cccc(CN2CCCCC2)c1,-1,0,-11,x,2,102,1.5,94,12,-3
COCCOC(=O)c1c(C)n(C)c2ccc(OC(=O)N3CCOCC3)cc12,4,-15,12,x,-8,90,0.0,87,2,3
Cc1ccc(C(O)CN2C3=NCCCN3c3ccccc32)cc1 (stereo not given),3,6,-31,-15,x,82,-2.9,72,14,x
Cn1cccc1/C=N/NC(=O)c1sc2ccccc2c1Cl,3,1,9,1,-15,82,-4.0,77,7,x
COc1ccc(NS(=O)(=O)c2ccc(S(=O)(=O)N3CCCC3)cc2)cc1,3,-12,-8,2,-14,77&83,-0.5,88,11,0
CC(=O)Nc1cc2c(cc1NC(=O)c1cnccn1)OCCO2,-1,-14,-15,-33,-3,100,-0.4,96,2,-1
CCc1ccccc1S(=O)(=O)Cc1ccc(C(=O)NCC2CCCO2)o1 (stereo not given),-1,15,-63,-2,-9,99,-0.3,102,x,-1

4 entries from above, field by field:
> Cn1cccc1/C=N/NC(=O)c1sc2ccccc2c1Cl
- NPY Y2 blocker: 3
- GALR2 blocker: 1
- Yeast growth inh: 9
- E-sel TNF inh: 1
- Yeast lifespan up: -15
- HCT116 PTEN-null: 82
- MRP-1 activ: -4.0
- HCT116 bCat-KO: 77
- Measles CPE: 7
- Phagocytosis inh: x
> COCCOC(=O)c1c(C)n(C)c2ccc(OC(=O)N3CCOCC3)cc12
- NPY Y2 blocker: 4
- GALR2 blocker: -15
- Yeast growth inh: 12
- E-sel TNF inh: x
- Yeast lifespan up: -8
- HCT116 PTEN-null: 90
- MRP-1 activ: 0.0
- HCT116 bCat-KO: 87
- Measles CPE: 2
- Phagocytosis inh: 3
> CSc1nnc(Cn2c(=O)sc3ccccc32)n1-c1ccccc1C
- NPY Y2 blocker: 0
- GALR2 blocker: 9
- Yeast growth inh: -11
- E-sel TNF inh: -39
- Yeast lifespan up: -4
- HCT116 PTEN-null: 93
- MRP-1 activ: -1.6
- HCT116 bCat-KO: 92
- Measles CPE: 8
- Phagocytosis inh: x
> COc1ccc(NS(=O)(=O)c2ccc(S(=O)(=O)N3CCCC3)cc2)cc1
- NPY Y2 blocker: 3
- GALR2 blocker: -12
- Yeast growth inh: -8
- E-sel TNF inh: 2
- Yeast lifespan up: -14
- HCT116 PTEN-null: 77&83
- MRP-1 activ: -0.5
- HCT116 bCat-KO: 88
- Measles CPE: 11
- Phagocytosis inh: 0

Rows are unselected; any-hit rate near 6.2%.
